HSF1 inhib = HSF1 inhibitors in luciferase reporter cells, primary screen, cell-based, NIH3T3, luminescence. NIH3T3-HGL HSE-luciferase, MG132-induced, luminescence 8 h; active compounds read low. activity change, negative = inhibition, % at 7.5 µM (by protocol). actives 0.77% (n = 300,000). AID 2098, 2009;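 active means more than half of replicate wells show activity change below -50%, luminescence cut by over half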;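 further: luciferase reports HSF-1 transcriptional activity via heat shock element; 0% = median of DMSO wells and -100% = zero luminescence signal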
IEC-6 cytotox = cytotoxicity in IEC-6 intestinal epithelial cells, primary screen, cytotoxicity control for KLF5 inhibitor project, cell-based, luminescence. IEC-6 cytotoxicity, luminescence viability. inhibition, % at 5 µM. actives 0.78% (n = 290,000); in the data active means inhibition above about 22%;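 further: 0% = plate median of test compound wells and 100% = cytotoxic reference compound wells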
KLF5 inh = KLF5 expression inhibitors, primary screen, DLD-1 cells, luminescence. DLD-1 KLF5 promoter-luciferase reporter. inhibition, % at 5 µM. actives 0.23% (n = 290,000);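 active means inhibition above a per-plate limit of that plate's mean compound inhibition plus 3 SD, cut at about 60% in these data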;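 further: 0% = DMSO wells and 100% = LY294002 at 200 µM; higher means less KLF5 promoter-driven luciferase light; inactives centre near -14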
GSK3 alpha inh = blockers of GSK3A enzyme activity – biochemical, luminescence, cell-free homogeneous, HTS, primary screen; Glycogen synthase kinase-3 alpha (Homo sapiens), P49840; GSK-3 alpha kinase, ADP-Glo luminescence, 60 min; inhibition, % at 10 µM; actives 0.1% (n = 320,000); AID 2650, 2010;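 in the data active means inhibition above about 50%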;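 further: GST-tagged GSK-3 alpha with peptide substrate and 25 µM ATP; 0% = DMSO neutral wells and 100% = GW8510 positive control wells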
Target sequence (P49840 whole entry, looked up): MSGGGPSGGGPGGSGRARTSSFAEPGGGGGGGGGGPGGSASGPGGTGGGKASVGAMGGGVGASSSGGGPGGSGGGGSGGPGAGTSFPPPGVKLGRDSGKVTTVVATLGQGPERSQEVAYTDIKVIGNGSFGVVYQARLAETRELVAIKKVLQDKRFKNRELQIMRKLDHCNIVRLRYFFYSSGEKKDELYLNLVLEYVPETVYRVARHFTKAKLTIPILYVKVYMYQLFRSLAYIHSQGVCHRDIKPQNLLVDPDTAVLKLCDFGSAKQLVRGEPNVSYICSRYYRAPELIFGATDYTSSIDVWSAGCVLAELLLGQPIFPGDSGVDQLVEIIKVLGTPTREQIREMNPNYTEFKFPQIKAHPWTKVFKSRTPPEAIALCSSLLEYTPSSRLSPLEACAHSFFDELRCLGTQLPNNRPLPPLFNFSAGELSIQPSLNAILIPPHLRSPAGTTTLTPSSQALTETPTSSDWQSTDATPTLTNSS
HSP90 refold inh = HSP90 inhibitors, primary screen, cell lysate, luminescence; AID 1789, 2009; Rabbit reticulocyte lysate, luciferase refolding luminescence, 3 h; inhibition, % at 5.6 µM; actives 0.91% (n = 290,000); Heat shock protein HSP 90 (rabbit reticulocyte lysate; luciferase refolding);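 active means inhibition above the screen-wide mean plus 3 SD, computed separately per campaign, cut at about 16% in these data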;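 further: 0% = DMSO wells and 100% = 60 µM geldanamycin wells; inhibitors lower the luminescence because luciferase stays unfolded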
HSF1 activator = HSF-1 activators, primary screen, NIH3T3-HGL cells, MG132 stress, luminescence, single point | AID 504408, 2011 | actives 1.7% (n = 300,000) | activation, % at 9 µM | NIH3T3-HGL HSF-1 luciferase reporter, 8 h; 100% = twice DMSO control signal;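 active means mean replicate activation of at least 50% with a set share of replicates each reaching 50%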;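 further: 0% = median of the neutral control wells and 100% = twice that signal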
aSyn 5UTR inh = MLPCN primary screen, SNCA 5' untranslated region; inhibition, % (tested at 7.5 µM); actives 0.82% (n = 300,000); alpha-synuclein 5'UTR reporter, inhibitor activity; in the data active means inhibition above about 60%;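 further: H4 neuroglioblastoma cells stably carrying SNCA 5'UTR luciferase fusion; 0% = DMSO wells and 100% = positive control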
AI-2 QS mod = Vibrio harveyi AI-2 quorum sensing modulators, primary screen, JMH597 strain, luminescence/OD600 ratio; AID 2094, 2009; activity change, % at 7.5 µM; actives 0.4% (n = 300,000); Vibrio harveyi JMH597 AI-2 luminescence/OD600 ratio, 9 h; active compounds read low; strain lacks LuxN and CqsS sensors; 0 = neutral-control median; in the data active means activity change below about -75%, passing the limit was not always enough;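 further: luminescence divided by OD600 gain over 9 h not by final OD600 alone; inactives centre near 13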
PolyA inhibitor = polyadenylation inhibitors in yeast reporter cells, primary screen, luminescence, S. cerevisiae; AID 1875, 2009; S. cerevisiae SKY197-pL101 polyadenylation reporter, beta-gal luminescence; efflux-impaired pdr1/pdr3 knockout yeast; score 100 = 6 SD above DMSO; actives 0.02% (n = 300,000); calls only at 12 µM;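 active means lowest replicate activity score at least 50, where 100 means six control SD above control mean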;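 further: yeast exposed to compound for 9 h at 30 °C; higher score means more reporter readthrough which indicates perturbed polyadenylation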
GSK3beta inhib = human GSK3beta kinase inhibitors, primary screen, biochemical, cell-free homogeneous, HTS | Glycogen synthase kinase-3 beta (Homo sapiens), P49841 | GST-GSK3beta kinase, ADP-Glo luminescence, 60 min; active compounds read low | activity score (negative = inhibition), % at 10 µM | actives 0.038% (n = 300,000) | AID 2097, 2009;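 active means more than half of replicate wells score below -50%, meaning over 50% inhibition versus plate controls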;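 further: 0% = median DMSO wells and -100% = median GW8510 positive control wells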
Target sequence (P49841 whole entry, looked up): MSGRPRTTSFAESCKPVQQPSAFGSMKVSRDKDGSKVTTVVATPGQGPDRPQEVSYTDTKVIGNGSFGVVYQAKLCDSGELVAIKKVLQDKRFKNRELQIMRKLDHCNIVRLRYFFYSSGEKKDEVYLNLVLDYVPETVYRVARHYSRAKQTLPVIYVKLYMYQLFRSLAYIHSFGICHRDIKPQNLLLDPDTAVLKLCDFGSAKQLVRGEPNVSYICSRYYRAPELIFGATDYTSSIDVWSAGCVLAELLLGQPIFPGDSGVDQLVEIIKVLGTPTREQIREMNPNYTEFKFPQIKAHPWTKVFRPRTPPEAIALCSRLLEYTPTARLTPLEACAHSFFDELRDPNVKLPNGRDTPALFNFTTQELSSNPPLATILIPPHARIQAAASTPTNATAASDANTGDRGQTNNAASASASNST
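Test system: GST-tagged human GSK3beta kinase, cell-free; evaluation: activity score scaled between in-plate DMSO and GW8510 controls; measured by: ADP-Glo luminescence; incubation: 60 min reaction, RT; benchmarks: DMSO and 20 µM GW8510; reagent: peptide substrate plus 25 µM ATP (final); medium: Tris/MgCl2 kinase buffer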
The depositor's hits bear a star; & = joins results of further samples. Only part of the results is shown (hit frequency here may not be typical).

For CCn1c(SCc2nc3cc(OC)c(OC)cc3c(=O)[nH]2)nc2ccccc21 the results were HSF1 inhib 7, IEC-6 cytotox -3, KLF5 inh -34, GSK3 alpha inh 0, HSP90 refold inh -4, HSF1 activator 9, aSyn 5UTR inh 3, AI-2 QS mod 15, PolyA inhibitor inactive and GSK3beta inhib -2.
For COC(=O)c1c(NC(=O)CN2CCN(c3ccccc3)CC2)c2c(C)cccc2n1C the results were HSF1 inhib -10, IEC-6 cytotox 0, KLF5 inh 21, GSK3 alpha inh 1, HSP90 refold inh -3, HSF1 activator -10, aSyn 5UTR inh 23, AI-2 QS mod 32, PolyA inhibitor inactive and GSK3beta inhib 4.
`Cc1cccc(C(=O)Nc2ccc(NC(=O)c3ccccc3)cc2)c1` gave HSF1 inhib -4, IEC-6 cytotox 3, KLF5 inh -36, GSK3 alpha inh 1, HSP90 refold inh 0, HSF1 activator 7, aSyn 5UTR inh 34, AI-2 QS mod 2, PolyA inhibitor inactive and GSK3beta inhib -1.
`CN(CC(=O)Nc1ccccc1[N+](=O)[O-])Cc1ccc(Br)cc1` gave HSF1 inhib 13, IEC-6 cytotox 3, KLF5 inh -36, GSK3 alpha inh 0, HSP90 refold inh 1, HSF1 activator 28, aSyn 5UTR inh 24, AI-2 QS mod 2, PolyA inhibitor inactive and GSK3beta inhib 1.
Cc1ccccc1NC(=O)c1nn(C)c2c1CS(=O)(=O)c1ccccc1-2 was read as HSF1 inhib 1, IEC-6 cytotox 8, KLF5 inh -1, HSP90 refold inh 10, HSF1 activator -9, aSyn 5UTR inh -2, AI-2 QS mod 5, PolyA inhibitor inactive and GSK3beta inhib 0.
Screening O=C(/C(C=Nc1ccc(F)cc1)=C(/O)c1ccco1)C(F)(F)F returned HSF1 inhib -4, IEC-6 cytotox 2, KLF5 inh 13, GSK3 alpha inh -4, HSP90 refold inh -3, HSF1 activator 20, aSyn 5UTR inh -113, AI-2 QS mod 24, PolyA inhibitor inactive and GSK3beta inhib 2.
Oc1ccccc1/C=N/c1c(-c2ccco2)nc2ccccn12 was read as HSF1 inhib 6, IEC-6 cytotox -6, KLF5 inh -10, GSK3 alpha inh -2, HSP90 refold inh 0, HSF1 activator -1, aSyn 5UTR inh -34, AI-2 QS mod 21, PolyA inhibitor inactive and GSK3beta inhib -1.
`O=C(Nc1ccc(NC(=S)NC(=O)c2ccco2)cc1)c1ccccc1` gave HSF1 inhib 8, IEC-6 cytotox 2, KLF5 inh -14, GSK3 alpha inh -2, HSP90 refold inh 0, HSF1 activator 7, aSyn 5UTR inh -21, AI-2 QS mod 37, PolyA inhibitor inactive and GSK3beta inhib 0.
Screening Cc1ccccc1N1C(=O)N(c2cccc(C(F)(F)F)c2)C2CS(=O)(=O)CC21 (stereo unspecified) returned HSF1 inhib 8, IEC-6 cytotox 2, KLF5 inh -23, GSK3 alpha inh 0, HSP90 refold inh 3, HSF1 activator 6, aSyn 5UTR inh 12, AI-2 QS mod 2, PolyA inhibitor inactive and GSK3beta inhib 0.
COc1ccc(NC2=C(c3ccc(OC)cc3)C(=O)c3ccccc32)cc1 was read as HSF1 inhib -7, IEC-6 cytotox -4, KLF5 inh -9, GSK3 alpha inh 2, HSP90 refold inh 6, HSF1 activator -3, aSyn 5UTR inh -8, AI-2 QS mod 16, PolyA inhibitor inactive and GSK3beta inhib -1.
CCC(C)[C@H]1CNCCN1CC1(c2ccccc2)CC1 (stereo partly specified) was read as HSF1 inhib -3, GSK3 alpha inh 1, HSF1 activator -4, aSyn 5UTR inh 7, AI-2 QS mod 28, PolyA inhibitor inactive and GSK3beta inhib -7.
Screening Cc1cc(C)c(-c2csc(NC(=O)C3=COCCO3)n2)cc1C returned HSF1 inhib 7, GSK3 alpha inh 2, HSF1 activator 8, aSyn 5UTR inh -57, AI-2 QS mod 8, PolyA inhibitor inactive and GSK3beta inhib 3.
CCOC(=O)N1CCN(C(=O)CSc2ccc(Cl)cc2)CC1 was read as IEC-6 cytotox -1, KLF5 inh -27, GSK3 alpha inh 0, HSP90 refold inh 3, aSyn 5UTR inh -24, AI-2 QS mod 10, PolyA inhibitor inactive and GSK3beta inhib 1.
For COc1c(Br)cc(C(N)=O)cc1OCc1ccccc1 the results were HSF1 inhib 5, IEC-6 cytotox 1, KLF5 inh 16, HSP90 refold inh -1, HSF1 activator -5, aSyn 5UTR inh 33, AI-2 QS mod 12, PolyA inhibitor inactive and GSK3beta inhib 1.
Screening COc1ccc2nc(C)cc(SCC(=O)O)c2c1 returned HSF1 inhib -3&-8, IEC-6 cytotox 0&-1, KLF5 inh 17&-3, GSK3 alpha inh -1&1, HSP90 refold inh 0&-2, HSF1 activator -17&3, aSyn 5UTR inh 10&4, AI-2 QS mod 26&6, PolyA inhibitor inactive and GSK3beta inhib 2&2.
For O=C(Cc1ccc(Br)cc1)N1CCN(c2ccccc2O)CC1 the results were HSF1 inhib 18, IEC-6 cytotox 0, KLF5 inh -18, GSK3 alpha inh 3, HSP90 refold inh -1, HSF1 activator 24, aSyn 5UTR inh -54, AI-2 QS mod 28, PolyA inhibitor inactive and GSK3beta inhib -2.
Screening CN(Cc1ccc(C(C)(C)C)cc1)C(=O)C1CCN(C(=O)Nc2ccccc2)CC1 returned HSF1 inhib 2, GSK3 alpha inh 1, HSF1 activator 6, aSyn 5UTR inh 16, AI-2 QS mod 15, PolyA inhibitor inactive and GSK3beta inhib 1.
`Cc1ccsc1-c1nc(CN2C[C@@H](C)O[C@@H](C)C2)c(C)o1` gave HSF1 inhib 4, IEC-6 cytotox 0, KLF5 inh -13, GSK3 alpha inh 0, HSP90 refold inh 0, HSF1 activator 19, aSyn 5UTR inh 16, AI-2 QS mod 13, PolyA inhibitor inactive and GSK3beta inhib 4.
Screening COC(=O)c1nnc(-c2ccccc2)c(-c2ccccc2)n1 returned HSF1 inhib 4, IEC-6 cytotox 0, KLF5 inh -34, GSK3 alpha inh -4, HSP90 refold inh 0, HSF1 activator 7, aSyn 5UTR inh 12, AI-2 QS mod 15, PolyA inhibitor inactive and GSK3beta inhib -1.
`COC(=O)c1ccc(COC(=O)CNC(=O)c2ccco2)cc1` gave HSF1 inhib -3, IEC-6 cytotox -4, KLF5 inh 4, GSK3 alpha inh 0, HSP90 refold inh 4, HSF1 activator 1, aSyn 5UTR inh 9, AI-2 QS mod 8, PolyA inhibitor inactive and GSK3beta inhib 3.
`COC(=O)CN1C(=O)[C@H]2[C@@H](c3ccc(C)o3)N3C(=O)CN(Cc4ccccn4)C(=O)[C@@]3(C)[C@H]2C1=O` gave HSF1 inhib 6, IEC-6 cytotox 5, KLF5 inh -46, GSK3 alpha inh -1, HSP90 refold inh 1, HSF1 activator 14, aSyn 5UTR inh 2, AI-2 QS mod 2, PolyA inhibitor inactive and GSK3beta inhib 2.
Screening Cc1ccc(-c2nc3cnccn3c2Nc2c(C)cccc2C)o1 returned HSF1 inhib -82*, IEC-6 cytotox -1, KLF5 inh -15, GSK3 alpha inh 1, HSP90 refold inh -2, HSF1 activator -85, aSyn 5UTR inh 14, AI-2 QS mod 6, PolyA inhibitor inactive and GSK3beta inhib 0.
Screening COc1ccc(NC(=O)c2ccc(OC(F)F)cc2)cc1Cl returned HSF1 inhib 10, IEC-6 cytotox 4, KLF5 inh -106, GSK3 alpha inh 2, HSP90 refold inh -7, HSF1 activator 16, aSyn 5UTR inh -167, AI-2 QS mod 3, PolyA inhibitor inactive and GSK3beta inhib 2.
`COc1ccc(CN(C)C(=O)C2CSC3(C)CCC(=O)N23)cc1` (stereo unspecified) gave HSF1 inhib -4, GSK3 alpha inh 1, HSF1 activator -3, aSyn 5UTR inh -6, AI-2 QS mod 9, PolyA inhibitor inactive and GSK3beta inhib 12.
`Cc1cc(NC(=O)C2CCCN2C(=O)Nc2c(C)cccc2C)ccc1-n1cnnn1` (stereo unspecified) gave HSF1 inhib -6, IEC-6 cytotox 0, KLF5 inh 7, GSK3 alpha inh -2, HSP90 refold inh -2, HSF1 activator -2, aSyn 5UTR inh -11, AI-2 QS mod 17, PolyA inhibitor inactive and GSK3beta inhib 4.
COc1ccccc1-c1cc(C(=O)N2CCCC2)no1 was read as HSF1 inhib 23, IEC-6 cytotox -2, KLF5 inh -138, GSK3 alpha inh 0, HSP90 refold inh 3, HSF1 activator 42, aSyn 5UTR inh -133, AI-2 QS mod 15, PolyA inhibitor inactive and GSK3beta inhib -7.
Cc1cc(=O)[nH]c(SCCCOc2ccc3c(c2)CCC3)n1 was read as HSF1 inhib 5, IEC-6 cytotox 0, KLF5 inh -36, HSP90 refold inh 2, HSF1 activator 3, aSyn 5UTR inh -11, AI-2 QS mod 33, PolyA inhibitor inactive and GSK3beta inhib 2.
For CCNc1nc(NC#N)nc(SCC(=O)OCC)n1 the results were HSF1 inhib -2, IEC-6 cytotox 3, KLF5 inh -27, GSK3 alpha inh -1, HSP90 refold inh -2, HSF1 activator -4, aSyn 5UTR inh 6, AI-2 QS mod 15, PolyA inhibitor inactive and GSK3beta inhib 1.
O=C(Nc1ccccc1)Nc1nnc(Cc2ccc([N+](=O)[O-])cc2)s1 was read as HSF1 inhib 9, IEC-6 cytotox 5, KLF5 inh -36, GSK3 alpha inh -2, HSP90 refold inh 6, HSF1 activator 21, aSyn 5UTR inh 11, AI-2 QS mod -23, PolyA inhibitor inactive and GSK3beta inhib -3.
Screening COc1ccccc1-n1cnnc1SCc1csc(-c2ccccc2)n1 returned IEC-6 cytotox -4, KLF5 inh 8, GSK3 alpha inh 0 and HSP90 refold inh -1.
